From PubChem BioAssay
CTSL1 counter: counter-screen for PFM18AAP inhibitors: inhibitors of F. hepatica cathepsin L1. recombinant F. hepatica cathepsin L1, Z-Leu-Arg-MCA fluorescence. inhibition, % at 5.96 µM. hit rate 0.49% among 300,000. AID 1906;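 active means inhibition above the mean of all tested compounds plus 3 SD, set per screening campaign, cut at about 17% in these data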;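 further: 0% = plate median of test compound wells and 100% = 1 µM Z-Phe-Ala-diazomethylketone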
EBNA-1 inh: blocks EBNA-1 binding to DNA. hit rate 0.34% among 300,000. inhibition, % at 14.8 µM. EBNA-1 DNA binding, fluorescence polarization; in the data active means inhibition above about 28%
PREPL inhibitor: human PREPL enzyme inhibition | inhibition, % at 5.96 µM | Q4J6C6 | recombinant PREPL, fluorescence polarization activity-based probe | hit rate 0.68% among 320,000; in the data active means inhibition above about 43%;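 further: 0% = enzyme with DMSO and 100% = wells lacking enzyme; many of its hits are not listed in these tables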
Efflux pump inh: blocks antifungal efflux pumps in multiplex yeast assay. S. cerevisiae Candida pump triplex, Nile Red efflux. inhibition, % at 10 µM. hit rate 0.44% among 330,000. AID 485275;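 active means plate passing quality check with inhibition over a set limit, or well fluorescence over plate mean plus 4 SD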;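 further: Nile Red retained in pooled yeast measured as flow cytometry median fluorescence; 0% = buffer negative control and 100% = Enniatin B positive control; higher means more Nile Red kept so more efflux inhibition; some compounds called inactive have numbers as strong as hits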
ZTA DNA inh: ZTA (EBV) inhibition in EBNA-1 counter-screen; AID 2234; inhibition, % at 11 µM; hit rate 0.15% among 320,000; ZTA-DNA binding, fluorescence polarization; in the data active means inhibition above about 33%
Target sequence (P03206 whole entry, looked up): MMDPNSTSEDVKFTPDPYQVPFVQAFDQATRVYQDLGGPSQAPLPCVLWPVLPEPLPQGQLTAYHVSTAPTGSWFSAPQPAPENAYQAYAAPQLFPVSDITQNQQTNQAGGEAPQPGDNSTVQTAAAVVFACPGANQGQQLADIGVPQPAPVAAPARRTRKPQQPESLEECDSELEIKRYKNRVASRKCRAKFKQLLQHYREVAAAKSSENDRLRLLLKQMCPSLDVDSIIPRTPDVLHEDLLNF
PP5 inh: blocks human protein phosphatase 5 activity; purified PP5c, OMFP substrate fluorescence; AID 1987; inhibition, % at 6.7 µM; hit rate 0.18% among 320,000;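 active means inhibition above the campaign's mean inhibition across all tested compounds plus 3 SD, cut at about 9.5% in these data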;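 further: 0% = DMSO only and 100% = 100 µM cantharidin control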
Target sequence (P53041 whole entry, looked up): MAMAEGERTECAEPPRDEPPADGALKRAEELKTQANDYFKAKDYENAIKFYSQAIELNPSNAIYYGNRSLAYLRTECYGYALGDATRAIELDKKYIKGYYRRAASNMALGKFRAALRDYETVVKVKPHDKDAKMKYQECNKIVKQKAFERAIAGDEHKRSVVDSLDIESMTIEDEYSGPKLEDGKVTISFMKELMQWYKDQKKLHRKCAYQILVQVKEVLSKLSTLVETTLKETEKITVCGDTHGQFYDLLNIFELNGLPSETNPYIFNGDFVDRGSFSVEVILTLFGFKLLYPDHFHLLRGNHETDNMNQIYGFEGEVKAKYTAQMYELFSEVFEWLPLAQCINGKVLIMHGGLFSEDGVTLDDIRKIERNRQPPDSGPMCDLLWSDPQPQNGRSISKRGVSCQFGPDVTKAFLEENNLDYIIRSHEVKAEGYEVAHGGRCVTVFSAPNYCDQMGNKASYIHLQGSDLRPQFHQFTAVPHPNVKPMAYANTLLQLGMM
TPT1 inhibitor: C. albicans TPT1 enzyme inhibition | recombinant caTPT1, FP RNA substrate dephosphorylation | AID 1962 | inhibition, % at 5 µM | hit rate 0.81% among 300,000;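 active means inhibition above the mean of all tested compounds plus 3 SD, set per screening campaign, cut at about 24% in these data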;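 further: plate controls were DMSO alone for no effect and ferristatin control at 100 nM for full effect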
core dimer inh: HCV core protein dimerization inhibition | TR-FRET GST/Flag-core106 dimerization, 1536-well | inhibition, % at 5 µM | hit rate 0.33% among 300,000 | AID 1899;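 active means inhibition above the mean of all tested compounds plus 3 SD, set per screening campaign, cut at about 45% in these data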
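System: GST-tagged and Flag-tagged HCV core protein residues 1-106 / Input: core106 proteins, GST 13.5 nM and Flag 17 nM / Buffer or medium: KF-containing HEPES buffer, pH 7.45, DTT, CHAPS, BSA / Probe or stimulus: Eu-anti-GST and XL665-anti-Flag labelled anti-tag antibodies / Schedule: 4 h, 22.5 °C incubation / Technique: TR-FRET 671 and 617 nm emission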
PP1 inh: blocks human PP1-alpha phosphatase, a PP5 counter-screen | hit rate 0.9% among 320,000 | P62136 | AID 2235 | inhibition, % at 6.7 µM | purified PP1alpha, OMFP fluorescence;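 active means inhibition above the mean inhibition of all tested compounds plus 3 SD, computed separately for each screening campaign, cut at about 15% in these data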
Target sequence (P62136 whole entry, looked up): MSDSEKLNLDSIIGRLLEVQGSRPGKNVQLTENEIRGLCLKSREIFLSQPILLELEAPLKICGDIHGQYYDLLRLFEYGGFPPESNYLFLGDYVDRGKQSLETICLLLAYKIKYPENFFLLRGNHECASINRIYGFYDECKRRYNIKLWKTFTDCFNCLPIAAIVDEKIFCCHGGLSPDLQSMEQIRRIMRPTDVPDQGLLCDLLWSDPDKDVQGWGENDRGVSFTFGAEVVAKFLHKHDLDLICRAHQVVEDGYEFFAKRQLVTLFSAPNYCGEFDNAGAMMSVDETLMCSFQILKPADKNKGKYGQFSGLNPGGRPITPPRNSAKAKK
* hit, by the source's call. A portion of the library; rates above refer to the full screens.

A first look:
SMILES	CTSL1 counter	EBNA-1 inh	PREPL inhibitor	Efflux pump inh	ZTA DNA inh	PP5 inh	TPT1 inhibitor	core dimer inh	PP1 inh
Cc1cc(Nc2cccc(F)c2)n2c(n1)nc1ccccc12	0	1	-5	0.0	-1	-0.5	-5	0	-2
Cc1ccc(C(c2sc3nc(C)nn3c2O)N2CCN(c3ccccc3F)CC2)cc1 (centres undefined)	-4	-7	28	0.2	5	4.3	1	8	14
CCn1cnc2cc(NCc3ccncc3)ccc21	6	-12	16	-0.1	-12	-0.3	0	-12	-3
COC(=O)N/N=C/c1cccnc1	10	9	0	-0.2	15	0.9	-2	-2	0

All compounds of this part, from the start:
SMILES	CTSL1 counter	EBNA-1 inh	PREPL inhibitor	Efflux pump inh	ZTA DNA inh	PP5 inh	TPT1 inhibitor	core dimer inh	PP1 inh
Cc1cc(Nc2cccc(F)c2)n2c(n1)nc1ccccc12	0	1	-5	0.0	-1	-0.5	-5	0	-2
Cc1ccc(C(c2sc3nc(C)nn3c2O)N2CCN(c3ccccc3F)CC2)cc1 (centres undefined)	-4	-7	28	0.2	5	4.3	1	8	14
CCn1cnc2cc(NCc3ccncc3)ccc21	6	-12	16	-0.1	-12	-0.3	0	-12	-3
COC(=O)N/N=C/c1cccnc1	10	9	0	-0.2	15	0.9	-2	-2	0
CN(C)c1nc(N)nc(CSc2n[nH]c(-c3ccccc3)n2)n1	6	-13	14	0.1	1	4.2	-2	2	2
O=c1cc(-c2ccc(F)cc2)oc2ccccc12	4	4	-45	0.0	7	-1.8	0	2	-2
CC(Cc1c[nH]c2ccccc12)NC(=O)C1CCCNC1=O (centres undefined)	1	-4	11	0.1	-9	-0.4	-1	0	-2
CCC(C)NC(=O)CC(c1ccccc1)c1cc(C)ccc1O (centres undefined)	-1	10	1	-0.1	15	-1.3	-2	5	1
CC1SC(c2ccc(F)cc2)N(CCc2ccccc2)C1=O (centres undefined)	0	-14	-2	0.2	0	1.8	6	0	8
CN(C)CCn1c(C(=O)O)cc2ccccc21	1	-3	6	-0.1	6	-5.0	1	-9	-9
Nn1c(COc2ccc(Cl)cc2)nc2ccccc2c1=O	-3	3	0	1.3	2	3.0	3	-6	1
COC(=O)C1=CNC=C(C(=O)OC)C1c1cccc(OC)c1	4	2	-1	0.1	-2	-0.1	0	-9	2
CC(CCN1CCC(n2nccc2NC(=O)c2ccccc2Cl)CC1)c1ccccc1 (centres undefined)	11	-2	-8	-1.3	-12	-1.1	-2	1	-2
CCCn1c(O)c(CN2CCCCC2)c(C)c(C#N)c1=O	0	-1	-5	0.0	2	2.2	-3	-4	-4
Cc1c(OCC(=O)NCC(O)c2ccccc2)ccc2c3c(c(=O)oc12)CCC3 (centres undefined)	2	-1	-13	-0.1	9	-0.2	-2	5	0
Cc1[nH]c2ccc(C(=O)NCCCN3CCCCCC3)cc2c1C	2	1	46*	-0.3	6	-0.4	2	-1	-3
O=C(O)c1cc(CN2CCOCC2)oc1-c1ccccc1	-4	12	9	-0.1	-18	1.5	5	-6	2
O=C(Nc1ccccc1)OCC1CCCN2CCCCC12 (centres undefined)	1	6	6	0.1	-1	2.7	-2	5	2
CC1c2ccsc2CCN1S(=O)(=O)c1cccs1 (centres undefined)	0	6	2	0.1	2	-1.4	-1	4	-2
CN1C(=O)C(Cc2cnc[nH]2)NC1=S (centres undefined)	5	-1	-10	0.2	-8	-0.3	-1	-1	0
COc1ccc(C(C)=O)cc1COC(=O)c1cccc(N(C)C)c1	0	6	-1	0.1	-1	1.6	0	0	-3
CC1CCc2c(sc(NS(=O)(=O)c3ccccc3)c2C(=O)OC(C)C)C1 (centres undefined)	3	8	10	-0.3	-15	0.0	14	17	0
CC1Cc2nc(SCC(=O)N3CCCC3)n(C)c(=O)c2S1 (centres undefined)	2	2	1	0.1	0	2.1	0	5	0
CN(CCC(=O)Nc1ccc(Br)cc1)Cc1ccccc1	-3	-6	-18	-0.2	-13	3.5	-3	-4	2
CN1CCN(c2ccccc2NC(=O)Cc2cn(C)c3ccccc23)CC1	-3	3	-9	-0.2	20	-0.9	-2	-5	0
The listing continues:
SMILES	CTSL1 counter	EBNA-1 inh	PREPL inhibitor	Efflux pump inh	ZTA DNA inh	PP5 inh	TPT1 inhibitor	core dimer inh	PP1 inh
CN(C(=O)c1ccncc1)c1nnc(-c2cnccn2)s1	3	-3	0	0.4	-2	-2.3	-3	4	-3
O=C(Nc1ccncc1)Nc1ccc(F)c(Cl)c1	-1	-10	-1	0.0	11	-1.8	-3	1	1
Cc1cccc(C)c1Nc1c(-c2ccsc2)nc2ncccn12	-1	-5	4	0.0	-5	2.0	5	-5	0
COc1ccc(NCc2nnc(SCC(=O)Nc3ccc(OC)cc3OC)o2)cc1	-2	-10	2	0.1	-9	-0.4	0	-3	0
CC(=O)N1CCN(CC(=O)Nc2c(Cl)ccc(C)c2Cl)CC1	4	-2	1	-0.1	26	-1.3	1	4	-3
CC(C)(C)NC(=O)C(c1ccc(F)cc1)N(Cc1cccs1)C(=O)c1ccc(CN2CCOCC2)o1 (centres undefined)	-2	-12	10	0.1	8	-1.1	2	1	-4
CN(CCC(=O)Nc1ccc(Cl)cc1)Cc1ccccc1	-1	-1	-10	0.4	-2	1.0	-4	10	1
CS/C(=N\NC(N)=O)c1ccccc1	-1	-1	-8	0.1	-6	-0.2	-2	-6	0
O=C(CSc1nnc(NC2CCCCC2)s1)NN1C(=O)NC2(CCCCC2)C1=O	2	-4	14	0.1	-1	-2.5	-2	-5	0
CC(N=c1ccccn1C(=O)Nc1cccc(C(F)(F)F)c1)c1ccco1 (centres undefined)	-1	0	0	0.1	3	3.9	-4	-3	-3
COc1cc(/C=N\Nc2nc3ccccc3o2)cc(OC)c1OC	0	2	14	0.0	8	0.2	-1	-9	0
O=C(CCN1C(=O)[C@@H]2Cc3ccccc3CN2C1=O)NCc1ccccc1	4	-4	-13	-0.2	17	0.8	-2	-1	-5
CCNc1nc(NC(C)C)nc(NC(C)(C)C)n1	-7	-21	16	0.3	-6	-5.2	1	-2	2
CSc1nc2c(c(=O)n1Cc1ccccc1)SC(C)C2 (centres undefined)	0	-5	6	0.1	-6	2.5	4	1	-2
CNC(=S)N/N=C/c1c(C)cccc1Cl	-2	-4	-8	0.1	10	-2.1	0	3	-6
Cc1ccc(-n2nc3c(c2NC(=O)C2CC2)CS(=O)(=O)C3)cc1C	2	-1	3	1.6	1	1.0	1	-4	-3
O=C(COC(=O)CNC(=O)c1ccc(Cl)cc1Cl)NCC1CCCO1 (centres undefined)	-2	8	5	0.0	5	-0.6	-4	-1	-3
Cc1cccc2[nH]c(CN(C)C(=O)C3CCC(=O)N(C4CC4)C3)nc12 (centres undefined)	0	0	3	0.0	5	-0.3	0	0	-6
O=C(O)CS(=O)CC(=O)Nc1cccc(C(F)(F)F)c1 (centres undefined)	2	2	11	0.0	-16	4.7	0	-4	5
CC(C)(C)OC(=O)NCCC(=O)N/N=C/c1cccc2nccnc12	3	11	4	0.0	6	-1.4	-1	1	-4
CC1CCN(C(=O)c2cc3c(ccc4ccccc43)o2)CC1	-2	-5	-7	-0.1	-9	4.1	-1	6	0
COCCNC(=O)C(=O)NCC1OCCN1S(=O)(=O)c1ccc(C)cc1 (centres undefined)	-3	-2	0	0.0	12	-3.1	-3	3	-6
CCn1cc(CN2CCC(n3nccc3NC(=O)CCCc3ccccc3)CC2)c(C)n1	-1	-8	4	0.0	1	-0.5	1	0	-5
O=C(Nc1ccc(F)c(F)c1)c1oc2ccccc2c1NC(=O)C1CCCO1 (centres undefined)	3	15	-6	-0.1	-5	3.0	2	3	0
COC(=O)c1ccc(-c2nc(O)c(C)s2)cc1	-8	5	-1	0.2	2	2.9	15	-5	-4

A stretch from further up:
SMILES	CTSL1 counter	EBNA-1 inh	PREPL inhibitor	Efflux pump inh	ZTA DNA inh	PP5 inh	TPT1 inhibitor	core dimer inh	PP1 inh
CC1CCN(C(=O)c2cc3c(ccc4ccccc43)o2)CC1	-2	-5	-7	-0.1	-9	4.1	-1	6	0
COCCNC(=O)C(=O)NCC1OCCN1S(=O)(=O)c1ccc(C)cc1 (centres undefined)	-3	-2	0	0.0	12	-3.1	-3	3	-6
CCn1cc(CN2CCC(n3nccc3NC(=O)CCCc3ccccc3)CC2)c(C)n1	-1	-8	4	0.0	1	-0.5	1	0	-5
O=C(Nc1ccc(F)c(F)c1)c1oc2ccccc2c1NC(=O)C1CCCO1 (centres undefined)	3	15	-6	-0.1	-5	3.0	2	3	0
COC(=O)c1ccc(-c2nc(O)c(C)s2)cc1	-8	5	-1	0.2	2	2.9	15	-5	-4

The list continues.
SMILES	CTSL1 counter	EBNA-1 inh	PREPL inhibitor	Efflux pump inh	ZTA DNA inh	PP5 inh	TPT1 inhibitor	core dimer inh	PP1 inh
O=C(c1cccnc1Nc1ccccc1F)N1CCOCC1	1	8	0	0.1	7	-0.7	-7	2	-3
CCOC1(C(F)(F)F)NC(=O)N(Cc2ccc(OC)cc2)C1=O (centres undefined)	-7	-4	-4	-0.2	-8	0.5	-3	0	4
Nc1c(C(=O)NCc2ccco2)sc2nc3c(cc12)C(=O)CCC3	-3	2	17	0.2	0	2.8	1	13	4
Cc1ccccc1-n1nc(C)c2cc(C(=O)N3CCN(S(=O)(=O)c4ccc(F)cc4)CC3)sc21	0	7	3	0.2	12	2.6	-2	17	5
COc1nc(NC2CCCCC2)nc(NC(C)(C)C)n1	2	7	3	-0.1	-5	-1.5	3	4	1
O=C(CCSc1nc(-c2ccco2)cc(C(F)(F)F)n1)Nc1ccc2c(c1)OCO2	1	-3	1	0.2	6	0.5	-4	7	-1
COc1ccccc1OCC(=O)Nc1ccc2c(c1)OCCO2	0	4	-2	-0.1	4	-1.3	0	8	-6
O=C(Nc1ccc(F)cc1)c1cncs1	-3	9	-6	0.0	3	-1.3	-3	2	-1
CCCNC(=O)C1CCC(CNS(=O)(=O)c2ccc3c(c2)N(C(C)=O)CCO3)CC1 (centres undefined)	-3	0	4	-0.1	-3	1.7	-1	7	-1
O=C(Nc1ccccc1)N(CCN1CCOCC1)Cc1ccccc1F	0	6	12	-0.1	-10	-1.4	1	-1	1
CC(C)(C)C1C=C(Sc2ccccc2)C(=O)O1 (centres undefined)	-4	5	8	0.4	1	3.2	2	2	0
Cc1cc(OC(C)C(=O)NCc2cccnc2)c2c(C)c(Cc3ccccc3)c(=O)oc2c1 (centres undefined)	3	-3	11	-0.1	4	-3.0	2	7	1
Cc1cc(C)nc(SCc2cc(=O)c(OC(=O)c3ccc(S(=O)(=O)N4CCCC4)cc3)co2)n1	-5	2	0	0.0	-13	1.6	-2	-7	4
CCOc1ccc(-n2cnnn2)cc1S(=O)(=O)NC1CC1	2	0	1	-0.1	17	0.1	3	6	-2
Cc1ccc(/C=N/NC(=O)CC2N=C(Cc3ccccc3)NNC2=O)cc1 (centres undefined)	4	-4	3	0.3	-2	1.9	2	4	-3
COc1ccc([N+](=O)[O-])cc1/C=N/NC(=O)Cc1ccccc1	4	-10	-2	0.0	-12	3.4	-1	0	2
CC(C)c1ccc(NC2CCCN(C(=O)c3cc(C(C)C)nc(N)n3)C2)cc1 (centres undefined)	-2	13	15	0.0	8	-1.3	-5	0	-1
CC1CCc2cccc3c(O)cc(=O)n1c23 (centres undefined)	-2	-13	-6	0.1	-9	0.3	2	-2	-4
CC(=O)NS(=O)(=O)c1ccc(NC(=O)/C=C/c2ccccc2Cl)cc1	3	-13	3	0.2	-9	3.9	-2	-5	-3
Cc1ccccc1Cn1cc(NC(=O)COc2ccccc2)cn1	1	3	-10	0.1	6	1.8	0	4	2
Cc1ccc(C)c(C(=O)NCc2ccncc2)c1	2	3	4	0.0	12	0.7	0	-1	-2
C=CCN(C(=O)c1ccccn1)C(C(=O)NCc1ccccc1)c1ccccc1F (centres undefined)	0	-5	5	-0.3	7	0.8	-3	0	1
